D1 antagonist – Antagonist of Human D 1 Dopamine Receptor: qHTS; D(1A) dopamine receptor (Homo sapiens), P21728; HEK293 TREx D1 cells, calcium flux, dopamine EC80; active compounds read low; activity change, negative = inhibition, % at 10 µM; 360,000 tested, 3.2% active; AID 504652, 2011; in the data active = activity change below about -30%; also: % is scaled to controls: 0 for no effect and ±100 for the full control effect
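HEK293 T-REx cells expressing inducible, force-coupled D1 receptor; no-wash Ca dye, 30–90 min RT. Cmpd → 180 s read at 1 Hz → EC80 DA → 180 s read.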
D2 agonist – HTS Assay for Allosteric Agonists of the Human D2 Dopamine Receptor: Primary Screen for Agonists | HEK293 T-REx D2 cells, calcium flux agonist mode | activation, % at 2 µM | 340,000 tested, 0.53% active | D(2) dopamine receptor (Homo sapiens), P14416;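 active = activation over 3 SD above normal in the single-dose calcium agonist read, cut at about 30% in these data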; also: 0% is about no effect
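In this primary screen, compounds producing a positive calcium signal within 180 s of addition to tetracycline-induced, force-coupled HEK293 Trex D2 cells are flagged; cells are dye-loaded with a no-wash calcium kit beforehand.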
D2 antagonist – HTS Assay for Allosteric Antagonists of the Human D2 Dopamine Receptor: Primary Screen for Antagonists. D(2) dopamine receptor (Homo sapiens), P14416. HEK293 TREx D2 cells, calcium flux, dopamine EC80. inhibition, % at 10 µM. 340,000 tested, 2% active. AID 485344, 2010; in the data active = inhibition above about 30%; also: 0% is about no effect
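Inhibition of EC80 dopamine-driven calcium flux, recorded kinetically, defines activity here; cells are a tetracycline-induced HEK293 T-REx line expressing force-coupled D2.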
TRHR enhancer – qHTS for Small Molecule Agonists and Allosteric Enhancers of Human TRH Receptor: Primary Screen for Enhancers; Thyrotropin-releasing hormone receptor (Homo sapiens), P34981; enhancement, % at 2 µM; 360,000 tested, 0.66% active; TRHR cells, fluo-8 calcium fluorescence, EC20 TRH enhancement; in the data active = enhancement above about 30%; also: 0% is about no effect
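Enhancer read-out: after compound pinning and an initial kinetic agonist-mode read, an EC20 of TRH (10 nM final) was injected and fluo-8 calcium signal (Ex 480/Em 530) followed at 1 s/cycle for 100 cycles in TRHR-expressing cells.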
D1 potentiator – Potentiators of Human D1 Dopamine Receptor: qHTS; D(1A) dopamine receptor (Homo sapiens), P21728; HEK293 TREx D1 cells, calcium flux, dopamine EC20 potentiation; 360,000 tested, 0.036% active; potentiation, % at 10 µM; in the data active = potentiation above about 30%; also: 0% is about no effect
RXFP1 antagonist – qHTS Assay for Antagonists of the Relaxin Receptor RXFP1 | activity change, negative = inhibition, % at 57.5 µM | HEK293-RXFP1, relaxin-stimulated cAMP HTRF, 30 min; active compounds read low | 350,000 tested, 0.59% active;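 active = activity change of -60% or lower, but not beyond a set lower limit; inconclusive = change between -60% and -40%, or beyond the set limit; inactive = change above -40%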; also: % is scaled to controls: 0 for no effect and ±100 for the full control effect
Target sequence (Q9HBX9 whole entry, looked up): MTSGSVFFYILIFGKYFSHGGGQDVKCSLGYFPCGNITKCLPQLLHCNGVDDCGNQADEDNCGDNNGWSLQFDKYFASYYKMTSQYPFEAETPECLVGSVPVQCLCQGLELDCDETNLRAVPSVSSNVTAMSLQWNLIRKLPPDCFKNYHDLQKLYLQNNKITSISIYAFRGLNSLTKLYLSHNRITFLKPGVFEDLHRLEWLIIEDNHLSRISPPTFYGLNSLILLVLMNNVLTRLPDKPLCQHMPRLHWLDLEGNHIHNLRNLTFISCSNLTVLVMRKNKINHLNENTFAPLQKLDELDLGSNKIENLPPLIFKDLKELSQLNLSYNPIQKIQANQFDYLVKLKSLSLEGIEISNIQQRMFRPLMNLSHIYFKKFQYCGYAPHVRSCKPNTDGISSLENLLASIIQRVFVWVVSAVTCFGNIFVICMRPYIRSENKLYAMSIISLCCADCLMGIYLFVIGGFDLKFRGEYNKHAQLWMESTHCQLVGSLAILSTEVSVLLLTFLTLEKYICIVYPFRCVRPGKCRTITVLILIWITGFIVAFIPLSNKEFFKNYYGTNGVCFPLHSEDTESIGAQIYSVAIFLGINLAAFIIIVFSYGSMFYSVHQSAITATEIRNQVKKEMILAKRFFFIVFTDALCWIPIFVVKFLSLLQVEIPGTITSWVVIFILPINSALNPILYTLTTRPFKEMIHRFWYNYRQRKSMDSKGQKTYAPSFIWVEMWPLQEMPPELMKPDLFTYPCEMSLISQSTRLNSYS
D1 ag – Allosteric Agonists of the Human D1 Dopamine Receptor: qHTS. 360,000 tested, 1% active. activation, % at 2 µM. AID 504660, 2011. HEK293 T-REx D1 cells, calcium flux, agonist mode. D(1A) dopamine receptor (Homo sapiens), P21728; also: 0% is about no effect
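Tetracycline-induced HEK293 TREx D1 cells, force-coupled to calcium signalling, were dye-loaded with a no-wash calcium kit. Compound was pin-added after a 10 s baseline. Fluorescence was read kinetically at 1 cycle/s for 180 s, with calcium rises flagged as agonism.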
D2 PAM – HTS Assay for Positive Allosteric Modulators of the Human D2 Dopamine Receptor: Primary Screen for Potentiators. D(2) dopamine receptor (Homo sapiens), P14416. HEK293 T-REx D2, calcium flux, EC20 dopamine potentiation. potentiation, % at 10 µM. 340,000 tested, 0.34% active;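 active = potentiation over 3 SD above the plate norm, cut at about 30% in these data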; also: 0% is about no effect
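Tetracycline-induced Hek293 Trex D2 cells, force-coupled to calcium, loaded with no-wash calcium dye. Compound added with 180 s kinetic read for agonism, then EC20 dopamine and a further 180 s read for potentiation.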
TRHR ag – qHTS for Small Molecule Agonists and Allosteric Enhancers of Human TRH Receptor: Primary Screen for Agonists. TRHR cells, calcium flux fluo-8, FDSS agonist mode. activation, % at 2 µM. 360,000 tested, 0.18% active. AID 493084, 2011; also: 0% is about no effect
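In this calcium-flux screen, cells bearing human TRHR are dye-loaded with fluo-8, baselined for 10 cycles, then exposed to library compounds; positive kinetic calcium responses during the agonist phase mark hits, with TRH as control.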
Starred values were filed as active, the others as inactive; ? = inconclusive; · = not tested or not shown; & = joins results of further samples. Rule as the data show it, unless noted: active = activation above about 30%; inactive = the rest. An excerpt; rates above refer to the full screens.

The first 13 compounds, ahead of the listing:
SMILES	D1 antagonist	D2 agonist	D2 antagonist	TRHR enhancer	D1 potentiator	RXFP1 antagonist	D1 ag	D2 PAM	TRHR ag
Cc1cc(OCC(=O)NCC2CCC(C(=O)O)CC2)c2c3c(c(=O)oc2c1)CCC3 (stereo unspecified)	-2	0.3	-6	1	3	·	3	8	0.0
O=C1NC(=O)N(c2ccc3c(c2)OCO3)C(=O)/C1=C\c1ccsc1	9	1.1	-1	4	2	4	1	1	0.7
Cc1ccc(O)c(C(=O)c2cc(C(=O)NCc3ccccc3)c(=O)n(Cc3ccccc3)c2)c1	1	0.7	-17	4	3	-4	2	18	-0.1
OC(C#CCN1CCOCC1)(c1ccccc1)C1CCCC1 (stereo unspecified)	0	·	·	1	-7	17	2	·	0.9
CC(C)c1ccc(N=Cc2c(O)n(C3CC3)c(=S)[nH]c2=O)cc1	9	-1.1	7	-1	0	-10	1	19	0.0
O=C(c1ccc2c(c1)N(Cc1c(F)cccc1Cl)C(=O)c1ccccc1S2)N1CCC2(CC1)OCCO2	5	-0.5	·	-13	1	·	1	-1	-0.5
O=C1NC(=O)C(=Cc2ccc(-c3ccccc3[N+](=O)[O-])o2)C(=O)N1	11	0.4	-4	4	-1	-5	3	3	0.5
Cc1sc2ncn(CC(=O)N3CCC4(CC3)OCCO4)c(=O)c2c1C	8	0.2	10	-13	0	1	3	30*	0.0
O=C(Cc1ccccc1)Oc1ccccc1N1C(=O)CCC1=O	-24	1.0	-5	-2	-8	14	4	-3	0.6
CC(=O)Nc1ccccc1C(=O)OCc1ccc(F)cc1	14	0.0	-24	-3	-3	-15	2	-6	-0.6
O=C(NCCN1CCOCC1)c1ccc(Cl)nc1Cl	-10	1.1	-3	5	1	-10	2	-5	1.1
O=C(Cn1nc(-c2ccccc2)ccc1=O)N1CCC2(CC1)OCCO2	7	-1.0	-12	8	-3	-21	-1	·	-0.3
CCN(CC)c1ccc(CC2C(=O)N(C)C(=O)N(C)C2=O)cc1	-2	1.3	-8	-4	-9	-5	6	-5	3.0

The whole of this part, from the first entry:
SMILES	D1 antagonist	D2 agonist	D2 antagonist	TRHR enhancer	D1 potentiator	RXFP1 antagonist	D1 ag	D2 PAM	TRHR ag
Cc1cc(OCC(=O)NCC2CCC(C(=O)O)CC2)c2c3c(c(=O)oc2c1)CCC3 (stereo unspecified)	-2	0.3	-6	1	3	·	3	8	0.0
O=C1NC(=O)N(c2ccc3c(c2)OCO3)C(=O)/C1=C\c1ccsc1	9	1.1	-1	4	2	4	1	1	0.7
Cc1ccc(O)c(C(=O)c2cc(C(=O)NCc3ccccc3)c(=O)n(Cc3ccccc3)c2)c1	1	0.7	-17	4	3	-4	2	18	-0.1
OC(C#CCN1CCOCC1)(c1ccccc1)C1CCCC1 (stereo unspecified)	0	·	·	1	-7	17	2	·	0.9
CC(C)c1ccc(N=Cc2c(O)n(C3CC3)c(=S)[nH]c2=O)cc1	9	-1.1	7	-1	0	-10	1	19	0.0
O=C(c1ccc2c(c1)N(Cc1c(F)cccc1Cl)C(=O)c1ccccc1S2)N1CCC2(CC1)OCCO2	5	-0.5	·	-13	1	·	1	-1	-0.5
O=C1NC(=O)C(=Cc2ccc(-c3ccccc3[N+](=O)[O-])o2)C(=O)N1	11	0.4	-4	4	-1	-5	3	3	0.5
Cc1sc2ncn(CC(=O)N3CCC4(CC3)OCCO4)c(=O)c2c1C	8	0.2	10	-13	0	1	3	30*	0.0
O=C(Cc1ccccc1)Oc1ccccc1N1C(=O)CCC1=O	-24	1.0	-5	-2	-8	14	4	-3	0.6
CC(=O)Nc1ccccc1C(=O)OCc1ccc(F)cc1	14	0.0	-24	-3	-3	-15	2	-6	-0.6
O=C(NCCN1CCOCC1)c1ccc(Cl)nc1Cl	-10	1.1	-3	5	1	-10	2	-5	1.1
O=C(Cn1nc(-c2ccccc2)ccc1=O)N1CCC2(CC1)OCCO2	7	-1.0	-12	8	-3	-21	-1	·	-0.3
CCN(CC)c1ccc(CC2C(=O)N(C)C(=O)N(C)C2=O)cc1	-2	1.3	-8	-4	-9	-5	6	-5	3.0
c1ccc(-c2cc(-c3ccccc3)[n+](-c3ccccc3)c(-c3ccccc3)c2)cc1	-13	·	·	-3	6	?	1	·	0.4
CN(C)c1ccc(NC(=O)CN2C(=O)CN=C(c3ccccc3)c3ccccc32)cc1	0	-1.5	1	4	-6	-5	-1	5	0.2

Filtered by structure: the entries above with a Cl atom.
SMILES	D1 antagonist	D2 agonist	D2 antagonist	TRHR enhancer	D1 potentiator	RXFP1 antagonist	D1 ag	D2 PAM	TRHR ag
O=C(c1ccc2c(c1)N(Cc1c(F)cccc1Cl)C(=O)c1ccccc1S2)N1CCC2(CC1)OCCO2	5	-0.5	·	-13	1	·	1	-1	-0.5
O=C(NCCN1CCOCC1)c1ccc(Cl)nc1Cl	-10	1.1	-3	5	1	-10	2	-5	1.1

Next part.
SMILES	D1 antagonist	D2 agonist	D2 antagonist	TRHR enhancer	D1 potentiator	RXFP1 antagonist	D1 ag	D2 PAM	TRHR ag
COc1ccc(CC(C)NC2CCCCCC2)cc1 (stereo unspecified)	7	-0.2	2	-2	-3	6	7	-11	0.1
CCOc1cc2c(cc1OCC)-n1cccc1C(c1ccccc1OC)NC2 (stereo unspecified)	-7	0.7	3	-4	-7	-1	24	-4	2.8
O=C1NC(=O)C(CCc2ccncc2)(C2CCCCC2)C(=O)N1	-9	·	·	-8	-8	·	4	2	-0.1
O=C(c1cn(Cc2ccccc2)c2ccccc12)N1CCCCC1	-8	0.2	7	-9	3	7	13	12	0.4
O=C(Cc1ccccc1)N1CCN(Cc2cccc(Br)c2)CC1	-2	-1.7	-3	-11	-3	5	2	-10	0.7
COc1ccccc1C1SCC(=O)Nc2c1c(C)nn2-c1cccc(C)c1 (stereo unspecified)	-15	-1.1	·	0	-2	-3	4	5	0.0
Cc1cc(C(=O)Nc2ccccc2)nn1C(C)(C)C	33	-2.0	5	0	6	-14	1	-9	-0.1
O=c1c2ccccc2nc(/C=C/c2ccccc2)n1-c1ccc(O)cc1	4	-2.1	-8	4	5	-12	3	-8	0.6
COc1ccc(OCC(=O)N2CCN(CCc3ccccn3)CC2)cc1	-19	1.3	·	4	1	6	-1	8	0.9
CC(NC(=O)Cc1cccc2ccccc12)C(=O)N1CCC(=O)CC1 (stereo unspecified)	15	0.2	-8	-2	-4	6	2	4	-0.1
c1ccc2c(CN3CCCCCC3)c[nH]c2c1	6	0.2	-7	6	-1	-4	3	2	0.2
CN(C(=O)Oc1cccc2cccnc12)c1ccccc1	-7	-0.5	18	1	4	16	15	4	-0.3
COc1ccccc1CN1CCCCC1c1cccnc1 (stereo unspecified)	12	1.2	-14	2	-3	2	-1	6	0.2
O=C(c1ccc(CS(=O)(=O)c2ccccc2)o1)N1CCC2(CC1)OCCO2	2	-1.0	-11	-2	3	2	-2	4	-2.1
COc1ccc(C(CNC(=O)c2ccc3c(c2)CCC3)N(C)C)cc1 (stereo unspecified)	16	-0.8	80*	-3	-5	-10	22	-28	0.7
O=C(Cc1ccccc1)N1CCN(Cc2c[nH]c3ccccc23)CC1	-3	-0.1	-11	4	-8	-5	14	10	-0.7
COc1ccc2nc(NC3=NCCN3)sc2c1	1	·	·	1	-7	-3	2	11	0.1
COc1ccc(C(=O)c2nc3ccccc3n2C(C)C)cc1	13	-0.1	-15	1	3	0	3	-9	0.1
ClCCNc1nc2ccc(Cl)cc2[nH]1	24	-0.2	9	-2	-8	-13	2	-7	-1.1
C=CCN1C(=O)NC(=O)/C(=C/c2cccn2C)C1=O	13	0.2	-10	5	-2	-1	-1	15	0.1
COC(=O)C1CN(C#N)N(c2ccc(Cl)cc2)C12c1ccccc1-c1ccccc12 (stereo unspecified)	6	-0.2	-4	0	-8	-16	9	1	-0.5
Cc1ccccc1-c1nc2ccccc2c(=O)n1C	6	1.8	12	5	1	-3	1	1	1.0
CN1C[C@H](CO)C=C2c3cccc4[nH]cc(c34)C[C@H]21	-76*	0.2	-9	2	-5	·	23	1	-0.7
O=c1[nH]c(=O)n(CCC2=CCCCC2)c(O)c1C=NCCN1CCNCC1	1	1.2	-6	-11	-2	-6	2	6	0.7
CCCc1c(C)nc(SCC(=O)C(C)(C)C)nc1OC(=O)N(C)C	11	0.3	-7	0	-2	13	3	-2	0.2
COc1cc2c(cc1OC)C(C(=O)N(C)C1CCCCC1)C1CCCCN1C2=O (stereo unspecified)	15	-0.5	-1	-12	-10	-1	0	5	-0.4
BrCC1C[n+]2c(SCc3ccccc3)nc3sc4c(c3c2O1)CCCC4 (stereo unspecified)	6	0.3	18	5	6	-3	4	-5	0.0
CC(C)c1cccc(C(C)C)c1OCCn1ccnc1	-11	-0.7	5	-2	0	·	1	6	-1.4
COc1cc2c(c(OC)c1OC)-c1ccc(O)c(=O)cc1[C@@H](N)CC2	-14	0.9	8	-5	-5	0	1	5	0.5
COC(=O)c1ccc(CN2CCN(Cc3ccccc3)CC2)cc1	-8	-0.5	-5	5	-6	-11	0	-19	-0.3
Cc1cc(C)cc(NC(=S)NC2CC3CCCC(C2)N3Cc2cccs2)c1 (stereo unspecified)	-3	·	·	-5	-9	-1	3	·	3.3
C=CCN1C(=O)/C(=C/c2ccc3c(c2)CCCN3CCC)C(=O)NC1=S	-17	-1.2	-6	4	-5	-17	1	6	-0.3
O=C1NC(=O)N(C2CCCCC2)C(=O)C1C1c2ccccc2C(=O)N1Cc1ccccc1 (stereo unspecified)	13	0.2	-11	2	4	-6	1	10	0.1
CN1C(=O)C(=Cc2ccccc2Oc2ccc(Cl)c(F)c2)C(=O)N(C)C1=O	11	0.4	8	-8	9	-15	2	10	-0.4
COc1cc(C(c2c(O)c3ccccc3oc2=O)c2c(C)n(C)n(-c3ccccc3)c2=O)ccc1O (stereo unspecified)	13&0	0.9&0.5	7	-3&4	1&13	-13&-7	0&1	11&1	-0.2&-0.1

Source: PubChem BioAssay
